# Screening data deposited in PubChem by National Center for Advancing Translational Sciences (NCATS).
# Nrf2 ARE act – Nrf2 pathway activation; actives 0.31% (n = 410,000); Potency, µM (doses to about 46.1 µM), for the others: at the highest dose activation, most hits filed as activators; AREc32 ARE-luciferase reporter (MCF7-derived line), luminescence, 24 h; also: potency is read from the fitted curve at half-maximal effect; % of control where 0% means no effect; nearly all actives have a fitted effect of over 65% in size
#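 ARE-driven firefly luciferase activity in AREc32 cells measured after a 24 hr compound exposure at 37 deg C, using Steady-Glo reagent and a 30 min room-temperature hold.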
# CCT modulator – cytosolic chaperonin activity modulation; activity change, % (concentration not given with the values), hits read low; AID 651819; purified chaperonin ATPase assay, HTRF ADP detection, 30 min; actives 0.3% (n = 360,000); in the data active = activity change below about -30%; also: % is scaled to controls: 0 for no effect and ±100 for the full control effect
#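 Nucleotide hydrolysis assay: TRiC at 20–40 nM final (set by batch activity) with 10 uM ATP, 30 min at 37 °C, in presence of 76 uM compound. Detection by competitive ADP HTRF, 30 min ambient.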
# HepG2 tox – counter-screen for TGF-b inhibitors: cytotoxicity in HepG2 cells; Potency, µM (titrated, usually from 46.1 µM), without a hit: top-dose activity change, negative = cytotoxicity, usual class: cytotoxic; HepG2 CAGA-GFP viability, ATP luminescence, 18 h; actives 0.76% (n = 410,000); AID 588856; also: potency is read from the fitted curve at half-maximal effect; some results filed as inactive show a strong effect at the top dose
#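 HepG2 CAGA-GFP cells (1000/well, DMEM with 1% FBS) received compound, then TGF-beta at 500 pg/mL final, and were incubated 18 hours at 37 degrees C. Viability was read by CellTiter-Glo luminescence. Media-only wells were set as complete cell-killing and DMSO as no toxicity.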
# Abeta yeast res – restores growth of yeast expressing A-beta42 peptide; yeast expressing A-beta42, growth rescue, OD600, 48 h; response scale: 0% DMSO, 100% iron-clioquinol control; Potency, µM (highest dose often 46.1 µM), inactives show at the top dose growth rescue, most hits filed as activators; actives 0.063% (n = 410,000); also: potency is read from the fitted curve at half-maximal effect; nearly all actives have a fitted effect of over 55% in size
#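 Growth rescue measured by 600 nm absorbance after 48 h yeast culture at 30 C with compound. Values normalized between DMSO and an equimolar ferric chloride plus clioquinol control.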
# A549 viability – A549 cytotoxicity, counter-screen for Nrf2 inhibitors; A549 ARE-Fluc cells, CellTiter-Fluor viability, 18-24 h; Potency, µM (series often up to 46 µM), for inactives: at the top dose activity change, negative = cytotoxicity, most hits filed as inhibitors; actives 0.16% (n = 390,000); AID 504648; also: potency is read from the fitted curve at half-maximal effect; % is scaled to controls: 0 for no effect and ±100 for the full control effect
#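 Cytotoxicity counterscreen: CellTiter-Fluor fluorescence was measured in A549 ARE_Fluc cells after 18-24 h of compound exposure in a concentration series. The subsequent BugLite luminescent read reports ARE-luciferase activity.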
# Akt phos inh – blocks phosphorylation of Akt; Neuro2A IGF-stimulated pAkt S473 HTRF, 20 min; hits give low values; activity change, % for hits at 50 µM; actives 0.32% (n = 360,000); AID 651550; in the data active = activity change below about -80%; inconclusive = mostly about -51% to -80%; also: % is scaled to controls: 0 for no effect and ±100 for the full control effect
#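 Neuro2A cells in DMEM with 0.5% FBS, overnight at 37 deg C, given compound at single 50 µM final, then IGF (6 nM final) for 20 min at 37 deg C. Lysed; phospho-Akt Ser473 by HTRF after 24 h, 665/615 ratio.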
# Nrf2 block – Nrf2 pathway inhibition | AID 504444 | Potency, µM (doses to about 46 µM), inactives show at the top dose activity change, negative = inhibition, most hits filed as inhibitors | actives 2.1% (n = 360,000) | A549 ARE-Fluc reporter, luciferase luminescence, 18-24 h; also: potency is read from the fitted curve at half-maximal effect; % is scaled to controls: 0 for no effect and ±100 for the full control effect; nearly all actives have a fitted effect of over 60% in size
#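 Nrf2 activity is the BugLite luminescence, read 15 min after reagent at room temperature, following CellTiter-Fluor cytotoxicity readout (30 min, 37C). Compound titrations were applied for 18-24 h to 5000 A549 ARE_Fluc cells/well in 5% FBS OPTI-MEM.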
# TGFb SMAD3 inh – blocks TGF-b signaling; AID 588855; Potency, µM (highest dose often 46.1 µM), for the others: at the top dose activity, negative = inhibition, actives largely listed as inhibitors; actives 1.2% (n = 410,000); HepG2 CAGA-GFP TGF-b/SMAD3 reporter, GFP fluorescence, 18 h; TGF-beta stimulated, 500 pg/mL final; also: potency is read from the fitted curve at half-maximal effect; % is scaled to controls: 0 for no effect and ±100 for the full control effect; nearly all actives have a fitted effect of over 65% in size
#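 HEPG2 CAGA-GFP, 1000 cells/well; 2 h settle, 37 C; cpd via pin tool; TGF-b 500 pg/mL final; 18 h, 37 C; GFP imaging ex488/em500-530; %Activity normalised to -TGF-b and +DMSO controls; CRC fit, curve class.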
# MmCpn inh – inhibitors of Methanococcus maripaludis chaperonin (MmCpn). purified Mm-Cpn ATPase, ADP Transcreener TR-FRET. Potency, µM (titrated, usually from 76.9 µM), for inactives: top-dose activity, negative = inhibition, most hits filed as inhibitors. actives 0.031% (n = 330,000); also: potency is read from the fitted curve at half-maximal effect; % is scaled to controls: 0 for no effect and ±100 for the full control effect; nearly all actives have a fitted effect of over 80% in size
#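 Quantitative HTS used 25 nM Mm-CPN and 10 uM ATP in magnesium/KCl Tris buffer, pH 7.4, with 1 mM DTT. Hydrolysis ran 30 min at 37°C; ADP was read by HTRF.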
# Numbers without * were called inactive; i = inactive; ? = inconclusive; . = not tested or not shown; [ ] = dose if it differs, or a comment. Unless noted, calls follow the shape of the dose curve; as a rule, active = well fitted curve in the direction sought with a large enough effect; inconclusive = small, poorly fitted or top-dose-only effect, or another doubt; inactive = no such curve, though single readings can be large; an effect the other way counts as inactive or inconclusive.
molecule,A549 viability,Nrf2 block,Nrf2 ARE act,Abeta yeast res,MmCpn inh,TGFb SMAD3 inh,HepG2 tox,CCT modulator,Akt phos inh
Cc1c(Cc2ccccc2)c(NCCN(C)C)n2c(nc3ccccc32)c1C#N,?,?,-0.4%,-85%[inhibitor],1%,-9%,21%,-0.7,i
COc1cc(NC(=S)N2CCCC(CO)C2)c(OC)cc1Cl (centres undefined),-1%,6%,0.3%,-2%,0%,6%,-5%,-3.4,i
CC1CCCC(NC(=O)NC(=O)CCl)C1C (centres undefined),1%,-2%,?,-50%[inhibitor],2%,?,-89%,-3.5,i
COc1ccc(NC(=O)CN2C(=O)C(c3ccc(C(C)(C)C)cc3)=NC2(C)C)cc1Cl,-1%,13%,-0.3%,-2%,.,.,-13%,.,.
CSc1ncc(Cl)c(C(=O)Nc2cccc(Cl)c2)n1,0%,?,26%,-7%,0%,?,-39%,1.3,i
Cc1oc(C)c(S(=O)(=O)NCc2cccs2)c1C(=O)O,19%,0%,-1.4%,2%,1%,-2%,9%,-1.4,i
Cc1cccc(-c2nc(Nc3ccc(O)cc3)c3ccccc3n2)c1,-4%,-3%,2.5%,-28%,0%,?,-14%,1.5,i
O=[N+]([O-])c1cc([N+](=O)[O-])c(Oc2cncc(Cl)c2)cc1NN1CCCCC1,4%,9%,0.3%,-1%,-5%,6%,-5%,-0.6,i
COc1ccccc1[C@H]1C(c2ccc(F)cc2)=NN(c2ccccc2)[C@@H]1CO,11%,3%,6.5%,-6%,-9%,?,-62%,-0.2,i
CCOC(=O)c1cc(-c2ccc(OC)cc2)nn1-c1ccc(C(=O)O)cc1,-3%,-21%,-0.2%,-8%,-3%,3%,10%,1.6,i
COc1ccc(/C=N/NC(=O)c2ccccc2)cc1OS(=O)(=O)c1ccccc1,?,?,3.5%,-3%,3%,-18%,-28%,-3.2,i
Cc1ccc(Cl)cc1N1CCN(S(=O)(=O)c2cc3[nH]c(=O)c(=O)[nH]c3cc2C)CC1,-3%,-14%,-0.2%,-9%,.,-2%,-10%,.,.
COc1ccc(N(CC(O)CN2CCCCC2)S(=O)(=O)c2ccc(C)cc2)cc1 (centres undefined),-6%,-23%,0.1%,4%,?,11%,-30%,-2.1,i
CC(C)(C)n1ncc2c(=O)n(CC(=O)N3CCc4ccccc43)cnc21,-3%,17%,3.1%,-5%,0%,0%,-25%,-1.5,i
Fc1ccccc1CSc1nc2ncc(Br)cc2[nH]1,1%,.,4.4%,13%,?,?,4%,-1.7,i
N#Cc1ccc(-c2ccc(F)cc2)nc1Oc1ccc(F)cc1,-10%,-27%,-0.5%,12%,0%,3%,9%,-0.7,i
CCCCC(=O)Nc1cc(OC)c(NC(=S)Nc2ccc(OC)cc2)cc1OC,5%,-17%,3.5%,-12%,.,13%,-4%,-1.0,i
CCc1nc2ccc(C(=O)NCCN3CCOCC3)cn2c1N(C=O)Cc1ccc(OC)cc1,.,.,-0.2%[9.22 µM],-14%,.,1%,-1%,-15,i
O=C(Nc1ccc(C(=O)N2CCCC2)cc1)c1cccc(C(F)(F)F)c1,-17%,?,2.1%,-1%,.,1%,1%,-0.5,i
Cc1ccc(Cl)cc1NC(=O)COC(=O)CSc1ccccc1,-10%,9%,0.1%,11%,2%,-1%,10%,-0.6,i
Oc1ccccc1Nc1nc(NCc2ccco2)c2ccccc2n1,14%,53%,2.9%,-30%,-2%,?,-74%,-1.2,i
C=CCNc1nc2ccccc2c(=O)[nH]1,9%,-27%,1.6%,7%,2%,11%,5%,1.0,i
CC(CCc1ccccc1)NC(=O)Cn1c(=O)nc(-c2ccccc2)c2ccccc21 (centres undefined),?,.,7.7%,-10%,.,-6%,-4%,.,.
COc1cc(NC(=O)c2sc3ncn(CC(=O)N4CCCCC4)c(=O)c3c2C)cc(OC)c1OC,2%,-4%,0.1%,-4%,3%,-3%,7%,0.5,i
COc1ccccc1N1CCN(C(=O)c2cccc(Oc3ccccc3)c2)CC1,6%,14%,-0.5%,30%,3%,?,-25%,-0.1,i

# Rewritten with two lines to a compound: entries from further up.
# Value order – A549 viability	Nrf2 block	Nrf2 ARE act	Abeta yeast res	MmCpn inh	TGFb SMAD3 inh	HepG2 tox	CCT modulator	Akt phos inh
- CCc1nc2ccc(C(=O)NCCN3CCOCC3)cn2c1N(C=O)Cc1ccc(OC)cc1
 : .	.	-0.2%[9.22 µM]	-14%	.	1%	-1%	-15	i
- O=C(Nc1ccc(C(=O)N2CCCC2)cc1)c1cccc(C(F)(F)F)c1
 : -17%	?	2.1%	-1%	.	1%	1%	-0.5	i
- Cc1ccc(Cl)cc1NC(=O)COC(=O)CSc1ccccc1
 : -10%	9%	0.1%	11%	2%	-1%	10%	-0.6	i
- Oc1ccccc1Nc1nc(NCc2ccco2)c2ccccc2n1
 : 14%	53%	2.9%	-30%	-2%	?	-74%	-1.2	i
- C=CCNc1nc2ccccc2c(=O)[nH]1
 : 9%	-27%	1.6%	7%	2%	11%	5%	1.0	i
- CC(CCc1ccccc1)NC(=O)Cn1c(=O)nc(-c2ccccc2)c2ccccc21 (centres undefined)
 : ?	.	7.7%	-10%	.	-6%	-4%	.	.
- COc1cc(NC(=O)c2sc3ncn(CC(=O)N4CCCCC4)c(=O)c3c2C)cc(OC)c1OC
 : 2%	-4%	0.1%	-4%	3%	-3%	7%	0.5	i
- COc1ccccc1N1CCN(C(=O)c2cccc(Oc3ccccc3)c2)CC1
 : 6%	14%	-0.5%	30%	3%	?	-25%	-0.1	i

# (cont.)
molecule,A549 viability,Nrf2 block,Nrf2 ARE act,Abeta yeast res,MmCpn inh,TGFb SMAD3 inh,HepG2 tox,CCT modulator,Akt phos inh
Cc1[nH]c2ccc(-c3nnc(SCC(=O)N4CCCc5ccccc54)o3)cc2c1C,-5%,3%,0.3%,-4%,1%,13%,2%,3.6,i
COc1ccc(CCn2cc3c(c2-c2ccc(Br)cc2)c(=O)n(C)c(=O)n3C)cc1OC,3%,-14%,0.9%,-11%,.,?,-21%,.,.
C=CC(=O)NC(NC(=O)C=C)c1ccccc1F,-7%,5%,15%,-7%,0%,-12%,-2%,-1.4,i
COc1cccc(NC(=O)c2ccnc(N3CCC(C(=O)NCc4ccccc4OC)CC3)c2)c1,-1%,7%,0.4%,5%,0%,10%,2%,-1.7,i
CCc1ccc(NC(=O)c2ccc(F)c(S(=O)(=O)NCC3COc4ccccc4O3)c2)cc1 (centres undefined),-11%,?,-0.3%,4%,1%,11µM*,-45%,-2.1,i
CCCCn1c(N)c(-c2nc3ccccc3s2)c2c([N+](=O)[O-])nn(C)c(=O)c21,3%,10%,2.1%,5%,-2%,?,-1%,1.8,?
O=C(/C=C/c1cccc([N+](=O)[O-])c1)c1cccs1,2%,?,16µM*,-48%[inhibitor],0%,8.9µM*,-37%,-2.2,i
CC1(C)Cc2c(sc(NC(=O)C(=O)N3CCCC3)c2C(N)=O)CO1,-2%,?,-0.8%,9%,-1%,16%,8%,12,i
CCSc1nnc(NC(=O)C2CCCN(C(=O)c3ccc(Cl)cc3)C2)s1 (centres undefined),.,.,0.5%,1%,.,-10%,-17%,1.3,i
Cc1c(NS(C)(=O)=O)c(=O)n(-c2ccccc2)n1C,-4%,5%,-0.8%,0%,-1%,-5%,0%,-2.6,i
Cc1ccc(S(=O)(=O)N(Cc2cccc([N+](=O)[O-])c2)C(=O)N2CCN(C)CC2)cc1,12%,17%,1.9%,-9%,2%,14%,-16%,-0.8,i
COc1ccc(N2CCN(Cc3nc4c(c(=O)[nH]c(=O)n4C)n3CC(C)C)CC2)cc1,5%,?,0.1%,-16%,.,-16%,-8%,.,.
CCN(CC)Cc1c(O)ccc2c(=O)c(-c3ccc4c(c3)OCCO4)coc12,1%,18%,3.3%,11%,-3%,8%,-16%,-0.1,.
CCOC(=O)Cc1csc(NC(=O)c2ccc3c(c2)OCO3)n1,-1%,?,2.6%,20%,-1%,-3%,-9%,-0.9,i
O=C1C=C(c2ccc3c(c2)OCO3)C[C@@H](c2ccc(Cl)cc2)C1,2%,1%,1.8%,1%,-1%,-3%,2%,-0.8,i
CCNC(=O)NC(=O)COC(=O)CCc1nc(=O)c2ccccc2n1C,0%,4%,-0.3%,-2%,4%,4%,11%,-1.9,i
N#Cc1c(-c2ccccc2)nc2n(-c3ccccc3)nc(C(=O)Nc3ccccc3)n2c1=O,-4%,13%,0.5%,-3%,-3%,-12%,9%,-0.7,.
C=CCn1c(SCc2nc3c(c(=O)[nH]c(=O)n3CCCC)n2CCC)nnc1-c1ccccc1,2%,-6%,-0.2%,9%,-1%,-10%,-3%,0.2,i
O=C1Nc2cc(C(=O)NCCCN3CCOCC3)ccc2S/C1=C/c1cccc(Cl)c1,-6%,4%,6.1%,.,0%,-4%,-38%,1.1,i
